Source: PubChem (several laboratories)
RGS4 pot: potentiators or activators of RGS4; actives 0.92% (n = 310,000); HEK293 M3R/inducible RGS4, carbachol calcium flux Fluo4; hits give low values; B-score at 10 µM;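 active = B-score of the integrated calcium signal more than 4 SD below the library mean, with starting fluorescence not abnormally high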;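 note: negative B-score means reduced calcium response which marks RGS4 activation or potentiation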
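Material: M3R-expressing HEK293 line, RGS4 induced by doxycycline | Schedule: Overnight RGS4 induction, 30 min dye load 37 °C, 20 min compound RT | Measured by: Fluo4 fluorescence kinetic imaging of calcium | Read-out: Integrated calcium ratio converted to B score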
RGS4 inh: human RGS4 inhibition; P49798; HEK293 M3R/RGS4 inducible, Fluo-4 calcium flux; hits give high values; triggered by carbachol at its EC20; B-score at 10 µM; actives 0.45% (n = 310,000);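 active = B-score, a plate-corrected calcium signal, over three deviations above library mean, with baseline fluorescence within five deviations of library mean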;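 note: RGS4 expression induced by doxycycline in cells with stable M3 receptor; B-score is computed from the integrated fluorescence ratio over baseline after carbachol; higher B-score means a larger calcium signal and so more RGS4 inhibition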
HDAC3 inhib: blocks human histone deacetylase 3 | actives 0.15% (n = 320,000) | AID 2718 | O15379 | inhibition, % at 8.3 µM | recombinant HDAC3, fluorogenic peptide/trypsin coupled, fluorescence; in the data active = inhibition above about 26%, passing the limit was not always enough
Target sequence (O15379 whole entry, looked up): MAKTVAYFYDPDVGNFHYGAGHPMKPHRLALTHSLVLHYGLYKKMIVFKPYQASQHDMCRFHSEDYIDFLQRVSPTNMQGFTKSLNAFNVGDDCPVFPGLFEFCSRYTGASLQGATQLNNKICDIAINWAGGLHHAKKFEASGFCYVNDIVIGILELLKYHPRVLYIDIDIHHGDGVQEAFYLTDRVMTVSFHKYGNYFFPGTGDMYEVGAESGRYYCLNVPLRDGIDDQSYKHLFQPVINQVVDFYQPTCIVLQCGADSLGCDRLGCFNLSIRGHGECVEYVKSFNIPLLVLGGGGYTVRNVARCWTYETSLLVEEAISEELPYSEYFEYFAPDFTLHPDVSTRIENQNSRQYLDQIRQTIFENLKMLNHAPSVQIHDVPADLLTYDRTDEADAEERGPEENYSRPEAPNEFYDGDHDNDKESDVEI
KCNK9 block: human KCNK9 channel inhibition. HEK293 KCNK9, FluxOR thallium flux fluorescence; hits give low values. B-score at 10 µM. actives 1.2% (n = 310,000). AID 488922;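 active = ratio B-score over 3 SD below the library mean, with starting fluorescence within 5 SD of its mean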;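 note: negative B-score means less thallium flux so channel inhibition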
SKKanGAS inh: blocks kanamycin growth of S. pyogenes SKKanGAS strain. inhibition, % at 7.5 µM. BacTiter-Glo, 6 h. AID 1662. actives 1.3% (n = 300,000);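 active = mean replicate score, as percent of positive control median, at least 50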;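 note: strain carries kanamycin resistance gene driven by streptokinase promoter and grows in 40 µg/ml kanamycin; loss of luminescence reflects streptokinase promoter inhibition or plain growth inhibition; 0% = median of DMSO wells and 100% = positive control at its reference dose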
TMEM16A act: activators or potentiators of mouse TMEM16A chloride channel; Q8BHY3; HEK293 TMEM16A/YFP-H148Q/I152L, iodide quench fluorescence; hits give low values; B-score at 10 µM; actives 0.3% (n = 340,000);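 active = fluorescence-ratio B-score plate-corrected deviation score at least 3 library SD below zero, with starting fluorescence score within 5 deviations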;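 note: channel opened by trigger with iodide after compound preincubation; score built on the fluorescence ratio of max minus min over baseline; more negative score means more quench and so TMEM16A activation or potentiation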
KCNQ1 block: blocks the human KCNQ1 potassium channel | P51787 | CHO-K1 KCNQ1, FluxOR thallium flux fluorescence; hits give high values | B-score at 10 µM | actives 1.3% (n = 310,000) | AID 2642;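 active = compounds whose thallium flux B-score, printed positive for inhibition, exceeds three library SD while starting fluorescence stays within three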;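 note: channel opened by potassium depolarization with thallium stimulus after 20 min compound exposure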
Target sequence (P51787 whole entry, looked up): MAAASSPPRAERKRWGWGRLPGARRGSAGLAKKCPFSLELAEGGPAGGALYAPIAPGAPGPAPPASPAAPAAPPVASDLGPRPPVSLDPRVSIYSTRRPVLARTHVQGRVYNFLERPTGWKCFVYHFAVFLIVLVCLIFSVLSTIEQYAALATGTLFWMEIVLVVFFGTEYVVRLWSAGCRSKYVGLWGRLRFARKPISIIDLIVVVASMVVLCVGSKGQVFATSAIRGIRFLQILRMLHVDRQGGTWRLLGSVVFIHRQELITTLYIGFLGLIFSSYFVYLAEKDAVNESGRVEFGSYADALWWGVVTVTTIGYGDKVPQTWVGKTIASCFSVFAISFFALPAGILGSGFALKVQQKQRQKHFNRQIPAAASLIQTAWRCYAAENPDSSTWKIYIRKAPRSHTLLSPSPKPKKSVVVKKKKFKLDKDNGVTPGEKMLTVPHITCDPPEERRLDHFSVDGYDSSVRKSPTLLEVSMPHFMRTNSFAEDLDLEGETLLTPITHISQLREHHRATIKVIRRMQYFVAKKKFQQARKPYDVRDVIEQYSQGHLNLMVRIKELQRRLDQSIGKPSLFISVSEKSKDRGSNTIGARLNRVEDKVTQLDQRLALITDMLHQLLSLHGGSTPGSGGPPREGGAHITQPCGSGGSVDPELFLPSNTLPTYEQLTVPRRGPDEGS
KCNK3 block: human KCNK3 channel inhibition, primary screen | CHO-KCNK3 thallium flux, FluxOR fluorescence; hits give low values | B-score at 10 µM | actives 0.84% (n = 340,000) | AID 602410;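 active = B-score under library mean minus 4 SD, starting fluorescence ratio at most library mean plus 5 SD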;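 note: more negative B-score means stronger inhibition of thallium flux through KCNK3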
hERG rescue: hERG (human) protection from proarrhythmic block; Q12809; CHO-hERG, FluxOR thallium flux, dofetilide IC70 present; activation (rescue from dofetilide block), less the hit threshold, % at 10 µM; actives 0.51% (n = 310,000);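 active = activation above the mean of controls blocked by dofetilide plus 5 SD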;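 note: thallium influx through hERG after potassium depolarization seen as dye fluorescence rise; in these data hits start at about 4.7%; inactives centre near -7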
KCNQ1 act: human KCNQ1 channel potentiation or activation; B-score at 10 µM; actives 0.35% (n = 310,000); CHO-K1 KCNQ1, thallium flux FluxOR fluorescence; hits give high values;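 active = fluorescence ratio B-score, a plate-corrected score, at least three library SD, with initial intensity B-score within 5 SD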
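Assay system: CHO-K1 cells stably expressing KCNQ1. Medium: assay buffer for compound exposure, DMSO matched across wells. Timing: 37 °C overnight plating, 90-min dark dye load, 20-min compound pretreatment. Signal: kinetic FluxOR fluorescence, 10 s baseline plus 110 s post-stimulus.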
TMEM16A inh: blocks the mouse calcium-activated chloride channel TMEM16A; HEK293 TMEM16A/YFP iodide influx fluorescence, ionomycin; normalized B-score (activity score, 25-100; higher = stronger inhibition) at 10 µM; actives 1.2% (n = 310,000); AID 588511;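 active = ratio plate-corrected score three or more library SD toward inhibition, starting fluorescence score within five deviations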;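 note: score derived from kinetic fluorescence span divided by baseline fluorescence per well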
Active calls of the source: *; i = inactive; · = no result given.

SMILES	RGS4 pot	RGS4 inh	HDAC3 inhib	KCNK9 block	SKKanGAS inh	TMEM16A act	KCNQ1 block	KCNK3 block	hERG rescue	KCNQ1 act	TMEM16A inh
COc1ccc(NC(=O)CSc2nnc(Cc3cccn3C)n2-c2ccc(C)cc2)cc1OC	i	i	-1	i	1	i	i	i	-9	i	i
NS(=O)(=O)c1ccc(CCNC(=O)c2cccc3ccccc23)cc1	i	i	1	i	2	i	i	i	-3	i	i
Cc1ccc(S(=O)(=O)CC(O)COc2ccccc2C#N)cc1 (configuration not stated)	i	i	-3	i	-6	i	i	i	-1	i	i
COc1ccc(-c2nn(-c3ccccc3)cc2C2CC(c3cccs3)=NN2C(=O)CCCC(=O)O)cc1 (configuration not stated)	i	i	-2	i	16	i	i	i	-4	i	i
C/C(=N\NC(=O)c1ccc(Cl)c(S(=O)(=O)Nc2ccccc2Cl)c1)c1ccncc1	i	i	9	i	11	i	i	i	-11	i	i
CC(=O)N1CCN(CCN(CC2C(C)C=C(C)CC2C)C(C)=O)CC1 (configuration not stated)	i	i	5	i	-3	i	i	i	-4	i	i
O=C(Nc1cc(=O)c2ccccc2o1)N1CCCCC1	i	i	1	i	·	i	i	i	-15	i	i
CC1CN(C(=O)N(C)C)CCN1C(=O)N(C)C (configuration not stated)	i	i	0	i	0	i	i	i	-11	i	i
O=C(c1ccco1)c1nnn(Cc2ccccc2)c1-c1ccccc1	i	i	-4	i	4	i	i	i	-3	i	i
COc1ccc(C(C(=O)NCC2CCCO2)N(Cc2cccs2)C(=O)c2snc(C(N)=O)c2N)cc1OC (configuration not stated)	i	i	3	i	2	i	i	i	-25	i	i
CCOC(=O)c1cnc(SC)nc1Nc1cccc(F)c1	i	i	0	i	0	i	i	i	-6	i	i
CC1Cc2ccccc2N1C(=O)CSc1nnc(CNc2ccccc2)o1 (configuration not stated)	i	i	2	i	6	i	i	i	-13	i	i
O=[N+]([O-])c1cnc(N2CCCCC2)c([N+](=O)[O-])c1	i	i	8	i	-12	i	i	i	-6	i	i
O=C(NCc1ccccn1)C(=O)NCC1OCCCN1S(=O)(=O)c1cc(F)ccc1F (configuration not stated)	i	i	1	i	3	i	i	i	-9	i	i
CCOc1ccccc1NC(=O)CSc1nnc(-c2ccco2)o1	i	i	0	i	0	i	i	i	1	i	i
O=C(Nc1cccc2ccccc12)N1CCN(Cc2ccc3c(c2)OCO3)CC1	i	i	-2	i	-3	i	i	i	-7	i	i
Cc1ccc(C(=O)c2cc3c(cc2[N+](=O)[O-])OCCO3)cc1	i	i	1	i	0	i	i	i	-7	i	i
CCN1C(=O)[C@H]2[C@@H](c3ccc(-c4ccc(OC)cc4)cc3)N3CCCC[C@@]3(C(=O)OC)[C@H]2C1=O	i	i	13	i	18	i	i	i	-6	i	i
COc1cc(C(=O)OCC(=O)Nc2cc(C)on2)ccc1OCc1ccccc1Cl	i	i	-3	i	13	i	i	i	-5	i	i
CCN(CC)CCn1c(=S)[nH]c2cc(C(=O)N3CC(C)CC(C)C3)ccc2c1=O (configuration not stated)	i	i	-1	i	3	i	i	i	-6	i	i
S=C(Cc1cccnc1)N1CCOCC1	i	i	-2	i	5	i	i	i	-2	i	i
COc1cccc(C2C(C(=O)Nc3ccccc3)=C(C)N=c3s/c(=C/c4ccc(OCC(=O)O)cc4)c(=O)n32)c1 (configuration not stated)	i	i	5	i	33	i	i	i	-2	i	i
O=C1CCc2cc(S(=O)(=O)N3CCCC3C(=O)N3CCN(c4ccccc4)CC3)ccc2N1 (configuration not stated)	i	i	2	i	1	i	i	i	-16	i	i
CC(=O)Nc1nnc(-c2ccc(Cl)s2)o1	i	i	-2	i	-1	i	i	i	-8	i	i
COC(=O)c1ccccc1OCC(=O)N1CCN(c2ccc(F)cc2)CC1	i	i	-6	i	-6	i	i	i	-11	i	i
CCCOc1cccc(C(=O)Nc2ccccc2C(=O)N2CCN(C)CC2)c1	i	i	10	i	-1	i	i	i	-8	i	i
O=c1cc(-c2ccccc2O)nc(-c2ccccc2)[nH]1	i	i	1	i	-1	i	i	i	-5	i	i
O=C(CSc1cccc(C(F)(F)F)c1)Nc1ccc(Cl)cc1Cl	i	i	16	i	18	i	i	i	-3	i	i
O=C(O)CCCCCNC(=O)CCn1cnc2ccccc2c1=O	i	i	5	i	-1	i	i	i	-3	i	i
O=C(C1=C[C@H](c2ccc(Br)cc2)C[C@H](OCCCCO)O1)N1CCOCC1	i	i	1	i	-1	i	i	i	-5	i	i
CCCCn1c(CN(C)Cc2ccccc2)nc2c1c(=O)n(C)c(=O)n2C	i	i	2	i	2	i	i	i	-20	i	i
O=C(COC(=O)CN=C1NS(=O)(=O)c2ccccc21)Nc1ccccc1OC(F)F	i	i	-5	i	5	i	i	i	-9	i	i
CC1(O)N(Cc2ccccc2)C(=O)OC12CCCCC2 (configuration not stated)	i	i	-5	i	2	i	i	i	-2	i	i
CCc1cc(C(=O)NC(C)C2CCCO2)cs1 (configuration not stated)	i	i	-5	i	-3	i	i	i	-9	i	i
O=C(COC(=O)C1CCC(=O)N1)Nc1cc(Cl)ccc1Cl (configuration not stated)	i	i	1	i	6	i	i	i	3	i	i
COCCCN1C(=O)c2ccc(C(=O)NCc3ccco3)cc2C1=O	i	i	-2	i	-5	i	i	i	-6	i	i
Cc1ccc2cc(CCNC(=O)C(C)C)c(=O)[nH]c2c1C	i	i	0	i	-4	i	i	i	-8	i	i
Cc1cccc(NC(=O)c2ccco2)c1C	i	i	-5	i	2	i	i	i	-6	i	i
COC(=O)c1ccc(-c2sc3nc(N4CCOCC4)c4c(c3c2N)CC(C)(C)OC4)o1	i	i	1	i	3	i	i	i	-4	i	i
O=C(Cc1ccc(Br)cc1)Nc1ccccc1Sc1ccccc1	i	i	-7	i	-2	i	i	i	3	i	i

Whole records from above. Order of screens: RGS4 pot | RGS4 inh | HDAC3 inhib | KCNK9 block | SKKanGAS inh | TMEM16A act | KCNQ1 block | KCNK3 block | hERG rescue | KCNQ1 act | TMEM16A inh
COC(=O)c1ccc(-c2sc3nc(N4CCOCC4)c4c(c3c2N)CC(C)(C)OC4)o1 across the screens: i | i | 1 | i | 3 | i | i | i | -4 | i | i
CCCCn1c(CN(C)Cc2ccccc2)nc2c1c(=O)n(C)c(=O)n2C across the screens: i | i | 2 | i | 2 | i | i | i | -20 | i | i
CCc1cc(C(=O)NC(C)C2CCCO2)cs1 (configuration not stated) across the screens: i | i | -5 | i | -3 | i | i | i | -9 | i | i

Further entries.
SMILES	RGS4 pot	RGS4 inh	HDAC3 inhib	KCNK9 block	SKKanGAS inh	TMEM16A act	KCNQ1 block	KCNK3 block	hERG rescue	KCNQ1 act	TMEM16A inh
COc1ccc(CCNC(=O)C(=O)NCC2OCCN2S(=O)(=O)c2ccc3c(c2)OCCO3)cc1 (configuration not stated)	i	i	-1	i	-4	i	i	i	-5	i	i
CC1(C)Cc2c(c(-c3ccco3)[nH]c(=O)c2C#N)CO1	i	i	-13	i	1	i	i	i	-6	i	i
O=C(CNC(=O)c1cccs1)NCCN1CCC(Cc2ccccc2)CC1	i	i	0	i	-3	·	i	·	-11	i	i
OCC1OC(n2nnc3ccccc32)C(O)C(O)C1O (configuration not stated)	i	i	-1	i	1	i	i	i	-2	i	i
O=C(NCC1CCCO1)c1ccc2c(=O)n(CC3CCCO3)c(=S)[nH]c2c1 (configuration not stated)	i	i	-5	i	1	i	i	i	-3	i	i
COc1cc(NC(=O)c2ccccc2)c(C)cc1NC(=O)CC(CC(=O)O)c1ccccc1 (configuration not stated)	i	i	-1	i	1	i	i	i	-5	i	i
COc1ccc(NC(=O)O/N=C/c2ccc(Br)cc2)cc1	i	i	-4	i	-12	i	i	i	-1	i	i
Cc1cccc(OC(=O)Cn2c(C(F)(F)F)nc3ccccc32)c1	i	i	2	i	16	i	i	i	-6	i	i
CC1CN(C(=O)c2ccc(COCC(F)(F)F)o2)CC(C)O1 (configuration not stated)	i	i	-1	i	4	i	i	i	-12	i	i
Cc1[nH]c2ccccc2c1C(=O)COC(=O)c1ccc([N+](=O)[O-])s1	i	i	10	i	51*	i	i	i	-10	i	i
C#Cc1ccc(CN2CCN(CCc3ccccc3)C(CCO)C2)cc1 (configuration not stated)	i	i	-1	i	1	i	i	i	-10	i	i
CCOc1ccc(N2CC(C(=O)Nc3ccc(S(=O)(=O)Nc4nccs4)cc3)CC2=O)cc1 (configuration not stated)	i	i	2	i	2	i	i	i	-7	i	i
Cc1ccc(NC(=O)CSc2nnc(CNC(=O)c3cccs3)o2)c(C)c1	i	i	4	i	-3	i	i	i	-7	i	i
CCCN(CCC)CCCNC(=O)c1cc2c(=O)n(C)c3ccccc3c2n1C	i	i	-4	i	-5	i	i	i	-8	i	i
CS(=O)(=O)c1nc(-c2ccc(Br)cc2)n[nH]1	i	i	-1	i	4	i	i	i	-9	i	i
CCOC(=O)c1c[nH][nH]c1=O	i	i	-7	i	-1	i	i	i	-8	i	i
CC(=O)c1c(C)nc(-c2ccc(OCC(=O)Nc3ccc(F)cc3)cc2)n1O	i	i	1	i	10	i	i	i	-7	i	i
Cc1cccc(C(=O)NNC(=O)C23CC4CC(CC(C4)C2)C3)c1O	i	i	0	i	41	i	i	i	-6	i	i
CCCc1nc(SCC(=O)Nc2nnc(SCC)s2)c2c(=O)n(C)c(=O)n(C)c2n1	i	i	1	i	-2	i	i	i	-7	i	i
Cc1cc(C)cc(N(CC(=O)NC2CCCC2)C(=O)CCC(=O)Nc2cc(C)on2)c1	i	i	-5	i	2	i	i	i	-4	i	i
C/C(CC(=O)C(F)(F)F)=N\NC(=O)/C(C#N)=C/N(C)C	i	i	2	i	2	i	i	i	-16	i	i
C=CCn1c(SCC#N)nc2c(c1=O)C(C)(C)Cc1ccccc1-2	i	i	7	i	2	i	i	i	-9	i	i

An excerpt from above in order of SMILES length, low to high.
SMILES	RGS4 pot	RGS4 inh	HDAC3 inhib	KCNK9 block	SKKanGAS inh	TMEM16A act	KCNQ1 block	KCNK3 block	hERG rescue	KCNQ1 act	TMEM16A inh
C=CCn1c(SCC#N)nc2c(c1=O)C(C)(C)Cc1ccccc1-2	i	i	7	i	2	i	i	i	-9	i	i
Cc1cccc(C(=O)NNC(=O)C23CC4CC(CC(C4)C2)C3)c1O	i	i	0	i	41	i	i	i	-6	i	i
CC(=O)c1c(C)nc(-c2ccc(OCC(=O)Nc3ccc(F)cc3)cc2)n1O	i	i	1	i	10	i	i	i	-7	i	i
Cc1cc(C)cc(N(CC(=O)NC2CCCC2)C(=O)CCC(=O)Nc2cc(C)on2)c1	i	i	-5	i	2	i	i	i	-4	i	i
